Screening data (PubChem)
PLK1 inh: human PLK1 kinase inhibitors, primary screen, biochemical, TR-FRET | 97,000 tested, 0.53% active | inhibition, % at 10 µM | AID 619, 2007 | recombinant PLK1 kinase, TR-FRET peptide phosphorylation | Serine/threonine-protein kinase PLK1 (Homo sapiens), P53350;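 active = inhibition of 50% or more in the single-concentration screen; inactive = inhibition below 50%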;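 note: 0% = DMSO max control and 100% = H-89 dihydrochloride min control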
Plk1 PBD FP: Plk1 polo box domain binding inhibitors, primary screen, biochemical, fluorescence polarization. Serine/threonine-protein kinase PLK1 (Homo sapiens), P53350. Plk1 PBD phosphopeptide binding. inhibition, %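 (tested at about 20 µM)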. 97,000 tested, 0.13% active; in the data active = inhibition above about 34%, passing the limit was not always enough
Rev-RRE block: HIV-1 Rev-RRE binding inhibitors, primary screen, biochemical, FRET, protein-RNA interaction | inhibition, % at 8 µM | Rev peptide-RRE RNA binding | 97,000 tested, 0.79% active | AID 704, 2007 | P05866;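 active = inhibition above the screen-wide mean plus 3 SD, cut at about 35% in these data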;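 note: 0% = median DMSO wells and 100% = median Neomycin B control wells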
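Assay system: Rev peptide and RRE RNA, both fluorescently labelled; times: 5 min preincubation and 15 min binding, 25 °C; detection: FRET, ex 480 nm, em 540 and 671 nm; read-out basis: % inhibition from 671/540 nm acceptor-to-donor ratio, scaled between controls; benchmarks: DMSO low control, neomycin B high control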
Mac1 fbg enh: enhancers of CD11b/CD18 adhesion to fibrinogen, primary screen, K562 cells, luminescence | Integrin beta-2 (Homo sapiens) + Integrin alpha-M (Homo sapiens), P05107+P11215 | ATPlite luminescence | activation, % at 10 µM | 93,000 tested, 0.07% active;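 active = 10 µM primary screen giving 50% or more activity, confirmed by 40% or more on retest at that dose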; note: strong numbers were not always called active
ERa coact pot: enhancers of ERα–SRC-1 coactivator binding, primary screen, biochemical, TR-FRET, ERα LBD, low estradiol. 86,000 tested, 1.3% active. AID 639, 2007. coactivator binding (% of control), % at 25.6 µM. TR-FRET ERalpha-LBD/SRC-Cy5 coactivator binding, 2 h; 100 = basal binding, no effect. Estrogen receptor (Homo sapiens), P03372; in the data active = activity above about 200%;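 note: binding measured in presence of low estradiol as agonist stimulus; 0% = peptide alone without receptor and 100% = receptor with peptide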
FAK inh: FAK kinase inhibitors, primary screen, biochemical. Focal adhesion kinase 1 (Homo sapiens), Q05397. biochemical FAK kinase activity assay. inhibition, %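 (tested at 7 µM)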. 97,000 tested, 0.84% active; in the data active = inhibition above about 19%;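 note: 0% = DMSO and 100% = reference compound high control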
Target sequence (Q05397 whole entry, looked up): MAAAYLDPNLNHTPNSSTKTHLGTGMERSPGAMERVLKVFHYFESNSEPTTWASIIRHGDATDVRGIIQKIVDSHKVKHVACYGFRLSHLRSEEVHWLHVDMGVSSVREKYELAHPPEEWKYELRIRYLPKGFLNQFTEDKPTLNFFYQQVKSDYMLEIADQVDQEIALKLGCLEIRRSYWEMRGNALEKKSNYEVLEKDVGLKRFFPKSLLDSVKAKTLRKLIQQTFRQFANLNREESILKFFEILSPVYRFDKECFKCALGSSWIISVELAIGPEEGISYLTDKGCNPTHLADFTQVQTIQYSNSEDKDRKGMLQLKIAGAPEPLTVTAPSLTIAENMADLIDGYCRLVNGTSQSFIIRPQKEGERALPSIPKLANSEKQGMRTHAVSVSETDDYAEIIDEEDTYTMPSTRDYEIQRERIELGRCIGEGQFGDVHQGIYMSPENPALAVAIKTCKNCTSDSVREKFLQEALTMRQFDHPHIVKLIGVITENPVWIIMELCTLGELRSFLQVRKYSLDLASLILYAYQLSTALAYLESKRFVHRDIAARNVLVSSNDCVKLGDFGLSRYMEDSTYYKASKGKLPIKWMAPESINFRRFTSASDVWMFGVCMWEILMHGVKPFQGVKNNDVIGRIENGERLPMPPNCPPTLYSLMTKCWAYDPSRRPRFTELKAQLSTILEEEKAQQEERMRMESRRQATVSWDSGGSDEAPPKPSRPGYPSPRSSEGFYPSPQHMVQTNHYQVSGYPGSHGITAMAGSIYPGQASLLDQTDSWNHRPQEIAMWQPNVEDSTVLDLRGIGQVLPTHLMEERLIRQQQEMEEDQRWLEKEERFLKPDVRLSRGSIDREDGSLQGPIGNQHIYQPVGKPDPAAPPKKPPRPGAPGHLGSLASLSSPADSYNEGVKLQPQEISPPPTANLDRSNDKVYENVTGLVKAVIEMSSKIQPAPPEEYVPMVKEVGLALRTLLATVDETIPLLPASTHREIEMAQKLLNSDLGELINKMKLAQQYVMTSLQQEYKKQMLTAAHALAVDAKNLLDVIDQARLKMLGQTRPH
CD11b adhes inh: inhibitors of CD11b/CD18 adhesion to fibrinogen, primary screen, K562 cells, luminescence. Integrin beta-2 (Homo sapiens) + Integrin alpha-M (Homo sapiens), P05107+P11215. ATPlite luminescence; Mn2+ added to activate the integrin. inhibition, % at 10 µM. 93,000 tested, 0.54% active. AID 1497, 2009;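 active = primary inhibition of 50% or more at 10 µM, then 40% or more on retest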; note: some results filed as inactive read as strong as hits
ERb SRC1 inh: inhibitors of ERβ-SRC1 coactivator interaction, primary screen, biochemical, TR-FRET, ERβ LBD, SRC-1 peptide; Estrogen receptor beta (Homo sapiens), Q92731; TR-FRET ER-beta LBD / SRC1-Cy5 peptide binding; receptor agonist-loaded with 1 µM estradiol; inhibition, % at 25.6 µM; 86,000 tested, 1.3% active; AID 633, 2007;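 active = compounds whose percent inhibition of the receptor-coactivator binding signal exceeds about 50% in the single-dose screen, limit read from the data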;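 note: 0% = receptor plus peptide wells without compound and 100% = peptide-only wells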
ERa coact inh: ERα–SRC-1 coactivator interaction inhibitors, primary screen, biochemical, TR-FRET, ERα LBD, estradiol-bound; Estrogen receptor (Homo sapiens), P03372; TR-FRET ER-alpha LBD / SRC-1 peptide; inhibition, % at 25.6 µM; 86,000 tested, 1.7% active; AID 629, 2007; in the data active = inhibition above about 50%;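 note: 0% = receptor plus peptide control and 100% = peptide only without receptor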
An asterisk follows results filed as active; . = no result given; [ ] = another dose, or the depositor's remark.

Values in the order: PLK1 inh	Plk1 PBD FP	Rev-RRE block	Mac1 fbg enh	ERa coact pot	FAK inh	CD11b adhes inh	ERb SRC1 inh	ERa coact inh
C=C(C)c1cccc(C(C)(C)NC(=O)N2CCCCC2CC)c1 (stereo not drawn)
→ -4.6	-9.8	2.5	-0.1	.	1.4	-3.4	.	.
COc1ccccc1NC(=O)C1CCCCN1S(=O)(=O)c1ccc(F)cc1 (stereo not drawn)
→ -11.9	3.9	5.6	0.1	115.8	4.9	-12.2	-1.7	1.0
O=C(NCSc1ccnc(SCNC(=O)c2ccccc2)n1)c1ccccc1
→ -8.3	-6.1	-3.0	.	252.2*	1.5	.	10.3	-6.3
CC(NC(=O)c1ccccc1)c1nc2ccccc2n1Cc1ccc(C#N)cc1 (stereo not drawn)
→ -7.7	1.4	5.7	-2.5	134.4	3.6	7.2	-3.8[fluorescence artefact?]	-5.3
S=c1[nH]nc(C2CCCCC2)n1/N=C/C=C/c1ccccc1
→ -20.7	11.3	-4.5	6.2	.	-2.4	-15.0	.	.
COC(=O)c1cccc(-n2nnnc2SCC(=O)Nc2cc(C)on2)c1
→ -7.7	-16.4	10.4	-3.1	130.2[fluorescence artefact?]	2.0	-1.2	5.2[fluorescence artefact?]	3.9[fluorescence artefact?]
Cc1c(Cl)cccc1NC(=O)c1ccc(-n2ccnc2)nc1
→ -3.7	-20.3	4.4	2.7	.	0.2	17.9	.	.
CCOC(=O)C1CCCN(C(=O)CCNS(=O)(=O)c2ccc3c(c2)CCC(=O)N3)C1 (stereo not drawn)
→ -1.5	9.2	3.0	-3.5	122.1	-6.1	-3.3	-0.6	-5.5
Cn1c(NC(=O)c2ccc(Br)o2)cc(=O)n(C)c1=O
→ 5.4	5.1	8.8	-1.6	.	2.1	-2.7	.	.
CC1(C)CC(=O)C(CC2=C(O)CC(C)(C)CC2=O)C(=O)C1
→ .	.	.	-4.8	122.9	.	-4.1	3.8	8.7
CC(=O)NCCCc1nc2ccccc2n1Cc1ccccc1C
→ -11.8	12.7	0.3	-1.3	112.8	-1.0	-9.9	-7.3	-6.5
O=C(NNc1cccc(Cl)n1)Nc1ccccc1Cl
→ -8.1	-29.5	4.3	.	.	-2.5	.	.	.
COc1ccc(/C=C/C(=O)Nc2c(C)nn(C)c2C)cc1COc1ccc(Br)cc1
→ -7.0	-12.4	2.0	.	103.4	-3.6	.	-5.1	-9.3
CC(=O)c1cc(OC(=O)c2ccncc2)ccc1OC(=O)c1ccncc1
→ 6.4	-17.8	1.8	-4.8	53.4[fluorescence artefact?]	1.4	4.4	39.2	25.6[fluorescence artefact?]
CSCCC(C(=O)N1C[C@]2(C)C[C@H]1CC(C)(C)C2)N1C(=O)c2ccccc2C1=O (stereo partly drawn)
→ -9.8	3.0	-3.1	.	93.4	-6.4	.	-11.7	3.6
COc1ccc(-n2nc3cc(C)c(NC(=O)c4cccnc4)cc3n2)cc1
→ 10.1	10.2	6.4	9.3	110.7	2.8	6.7	5.8	6.7
COc1ccccc1NC(=O)Cn1cnc2sc(C(=O)NCc3ccco3)c(C)c2c1=O
→ 7.1	1.0	14.1	0.0	82.0	0.2	-20.2	-6.0	-4.3
Cc1ccc(S(=O)(=O)Cc2ccc(C(=O)NCCCN3CCN(C)CC3)o2)cc1
→ -0.9	-3.9	-2.7	5.3	97.3	0.6	-3.6	-3.4	8.3
Brc1cccc(Cn2c(-c3cncs3)nc3ccccc32)c1
→ 1.2	-10.1	10.2	.	89.5	1.5	.	-1.8	1.2
CC(C)c1nnc(NC(=O)CCS(=O)(=O)c2nc(-c3cccs3)cc(C(F)(F)F)n2)s1
→ 7.3	-11.7	5.0	0.5	108.5	8.1	8.5	-5.4	-3.8
OCCCc1nc2ccccc2n1CCc1ccccc1
→ -6.3	5.8	8.1	.	129.8	2.4	.	-7.6	-3.7
Cc1nn(C(=O)c2cccs2)c(C)c1CN1C(=O)c2ccccc2C1=O
→ -1.1	-9.9	2.2	-1.7	127.6	3.3	-10.4	-12.6	5.8
CCOC(=O)c1sc(NC(=O)/C=C/c2cnn(C)c2C)c(C(=O)OC(C)C)c1C
→ -8.0	-25.4	10.3	17.5	.	6.5	8.3	.	.
O=C(Nc1ccccc1N1CCCC1)c1ccc2c(c1)OCO2
→ -10.1	12.8	6.4	2.2	97.7	1.7	-12.1	-5.1	-1.2
CC(=N\O)/C(CN(C)C)=N/O
→ 1.8	-7.5	5.0	5.1	128.1	-1.6	-11.4	-8.0	3.2
CCOC(=O)N1CCC(N(CCOC)C(=O)Nc2ccc(Cl)c(Cl)c2)CC1
→ .	.	.	-0.9	105.4	.	4.0	-5.6	-4.4
COc1ccc(OC)c(NC(=O)NC2(C(F)(F)F)Oc3ccccc3O2)c1
→ -5.6	-12.1	6.5	-0.9	111.2	-0.3	31.0	23.5[fluorescence artefact?]	2.2
COc1ccccc1Nc1nc(N)nc(-c2oc3ccccc3c2C)n1
→ -67.9	5.1	8.3	-1.9	124.6	-2.1	-26.8	10.1	3.4
O=S(=O)(Nc1ccc(N2CCCCC2)cc1)c1cccc2cccnc12
→ -4.8	-7.8	4.6	-1.3	111.9[fluorescence artefact?]	7.2	-19.2	-1.2	-31.2
Cc1cccc(OCC(=O)Nc2ccccc2N2CCCCC2)c1
→ -15.3	12.4	11.2	-0.3	103.7	4.0	8.0	8.2	0.8

(cont.)
Values in the order: PLK1 inh	Plk1 PBD FP	Rev-RRE block	Mac1 fbg enh	ERa coact pot	FAK inh	CD11b adhes inh	ERb SRC1 inh	ERa coact inh
N#Cc1c2n(c3c(=O)n(Cc4ccc(Cl)cc4)cnc13)CCCC2
→ -2.6	-15.0	8.9	1.2	116.9	3.5	-0.9	-4.7[fluorescence artefact?]	4.7[fluorescence artefact?]
O=C(NCc1ccco1)c1cnc2sccn2c1=O
→ -15.2	-0.5	3.9	-0.5	90.2[fluorescence artefact?]	-6.1	-1.4	28.8[fluorescence artefact?]	17.7
CCOC(=O)C(C)n1nc(/C=C/c2ccccc2)ccc1=O (stereo not drawn)
→ -6.9	-32.3	8.7	.	.	6.6	.	.	.
O=C(c1cccc(C(F)(F)F)c1)N1CCOC12CCN(c1ncc(C(F)(F)F)cc1Cl)CC2
→ -3.4	-3.8	16.8	-8.4	90.5	-3.5	47.9	8.1	8.6
Cc1nc(NC(=O)c2ccc(F)cc2)sc1C(=O)Nc1ccc2c(c1)CCC2
→ -13.4	-7.7	10.2	.	.	3.7	.	.	.
COc1cccc(C2CC(=O)Nc3cc4c(cc32)OCCO4)c1OC(C)C (stereo not drawn)
→ .	.	.	1.4	105.7	.	3.6	-11.7	4.2
COc1ccc(S(=O)(=O)N2CC3CCCN3c3ccc(C(F)(F)F)cc32)cc1 (stereo not drawn)
→ -11.5	-14.5	20.0	.	.	2.0	.	.	.
O=C(COC(=O)c1ccco1)NCC1CCCO1 (stereo not drawn)
→ -10.8	-17.5	0.1	-6.4	115.0	-6.2	2.5	-4.1	-3.3
O=C1CCCC2=C1C(c1ccc(Cl)cc1)C1C(=O)c3ccccc3C1=N2 (stereo not drawn)
→ -5.1	-10.2	2.6	.	.	23.2*	.	.	.
Cc1ccc(Nc2nnc(SCc3ccccc3)s2)cc1
→ -12.5	4.2	8.0	.	135.3[fluorescence artefact?]	7.3	.	-2.8	-0.8[fluorescence artefact?]
CCc1nnc(NC(=O)CSc2nc3ccccc3s2)s1
→ -13.2	9.2	4.3	-1.5	87.5	1.3	-22.3	2.3	-6.3
O=C(NCc1cccs1)NC1CCCCC1
→ -4.8	-11.4	8.0	-2.8	147.7	6.7	-1.3	-3.2	-11.0
N#Cc1ccc(NC(=O)Nc2ccc(Cl)cc2)cc1
→ .	.	.	-6.2	110.6	.	96.7	4.5[fluorescence artefact?]	10.9[fluorescence artefact?]
Cc1nnc(NCc2ccncc2)c2ccccc12
→ -17.8	7.5	2.6	.	178.8[fluorescence artefact?]	22.9*	.	50.3*[fluorescence artefact?]	59.6*[fluorescence artefact?]
Oc1oc(-c2ccccc2)nc1C=Nc1ccccc1
→ -13.1	-14.4	3.1	.	118.3[fluorescence artefact?]	5.3	.	-18.9[fluorescence artefact?]	-14.7[fluorescence artefact?]
CCC(Sc1nnnn1-c1ccccc1)C(=O)Nc1nc2ccccc2s1 (stereo not drawn)
→ -9.8	-12.7	14.0	.	.	-1.8	.	.	.
Cc1cc(C)nc(N2CCCC(C(=O)NCCc3cccc(F)c3)C2)n1 (stereo not drawn)
→ -16.1	0.3	2.9	-6.7	112.4	-1.3	3.4	-11.4	-1.1
CC(=O)c1cccc(NS(=O)(=O)c2ccc(N/C=C\C(=O)c3ccc(F)cc3)cc2)c1
→ -12.5	-23.3	1.9	-7.0	.	10.9	12.9	.	.
CCOc1ccccc1C1N(c2ccc(F)cc2)C(=O)C2CCCN21 (stereo not drawn)
→ -9.9	13.1	7.3	0.9	115.5	1.0	-0.1	-2.9	-2.3
COc1ccc(-c2nc(-c3cccc(C)c3)nc(Cl)c2C#N)cc1
→ -39.4	-12.3	0.1	-4.2	.	1.1	27.1	.	.
CCOC(=O)C1=C(C)Nc2nnnn2C1c1ccc(OC)c(Br)c1 (stereo not drawn)
→ -5.5	3.7	6.9	-4.4	140.8	3.5	6.5	-2.9	-7.6
CCOc1ccccc1C(=O)N1CCN=C1SC
→ -5.8	-10.3	13.7	-3.0	90.0	1.8	-9.6	86.9*	-2.0
COC(=O)CSc1nc(-c2ccccc2)cc(-c2ccco2)c1C#N
→ -18.0	-18.0	9.7	2.3	151.4	-7.9	-6.5	19.6	13.2
Cc1ccc2c(c1)C=CC(C)N2C(=O)c1ccccc1 (stereo not drawn)
→ -5.3	-15.3	1.1	-0.9	105.0	-5.7	-7.6	-5.5	-9.8
COc1ccc(S(=O)(=O)NCCSC(C)(C)C)cc1Cl
→ -11.4	-13.7	14.5	-6.1	95.2	1.6	-3.2	-28.8	-26.4
CCCCNC(=S)NNC(=O)c1csc(CC)c1
→ -5.7	-16.2	-0.6	.	90.1	2.8	.	-1.4	-14.7

Reformatted: 2 of the compounds above
O=C(NCc1ccco1)c1cnc2sccn2c1=O
  PLK1 inh: -15.2	Plk1 PBD FP: -0.5	Rev-RRE block: 3.9	Mac1 fbg enh: -0.5	ERa coact pot: 90.2[fluorescence artefact?]	FAK inh: -6.1	CD11b adhes inh: -1.4	ERb SRC1 inh: 28.8[fluorescence artefact?]	ERa coact inh: 17.7

N#Cc1ccc(NC(=O)Nc2ccc(Cl)cc2)cc1
  PLK1 inh: .	Plk1 PBD FP: .	Rev-RRE block: .	Mac1 fbg enh: -6.2	ERa coact pot: 110.6	FAK inh: .	CD11b adhes inh: 96.7	ERb SRC1 inh: 4.5[fluorescence artefact?]	ERa coact inh: 10.9[fluorescence artefact?]
